Source: PubChem
NPR1 activator – GC-A stimulated cGMP production enhancers – HEK293 GC-A cells, cGMP TR-FRET, EC30 ANP, primary screen; Atrial natriuretic peptide receptor 1 (Homo sapiens), P16066; 0% at EC30 ANP, 100% saturating ANP; activation, % at 10 µM; actives 0.14% (n = 370,000); in the data active means activation above about 40%
hcDAF12 agonist – H. contortus DAF-12 nuclear receptor activators, primary screen, cell-based, luminescence, HEK293, lit1-tk-luc reporter; HEK293 hcDAF-12 lit1-tk-luc reporter; 0% DMSO, 100% Δ7-dafachronic acid; actives 1.4% (n = 370,000); activation, % at 6.8 µM;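 active means activation above the mean of all tested compounds plus 3 SD, cut at about 5.5% in these data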;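 further: 100% = response to 3 µM Δ7-dafachronic acid high control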
ssDAF12 agonist – S. stercoralis DAF-12 nuclear receptor activators, primary screen, cell-based, luminescence, HEK293, GRIP1 co-expression, lit1-tk-luc | actives 1% (n = 370,000) | activation, % at 6.8 µM | HEK293 ssDAF-12/GRIP1 lit1-tk-luc reporter; % of 3 µM dafachronic acid response;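 active means activation above the mean over all tested compounds plus 3 SD, cut at about 0.9% in these data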;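 further: 0% = DMSO-only wells and 100% = 3 µM delta7-dafachronic acid wells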
sPLA2-III inh – human group III sPLA2 inhibitors, primary screen, biochemical, QFRET, BODIPY PC-A2 liposome substrate; actives 0.56% (n = 370,000); Group 3 secretory phospholipase A2 (Homo sapiens), Q9NZ20; inhibition, % at 12.2 µM; QFRET BODIPY PC-A2 liposome hydrolysis, fluorescence;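 active means inhibition above mean plus 3 SD of compounds lying within the high and low control bounds, cut at about 19% in these data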;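 further: 0% = median of test compound wells and 100% = no enzyme DMSO wells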
NPR2 activator – human GC-B receptor activators, primary screen, HEK293 GC-B cells, cGMP TR-FRET, EC30 CNP; activation, % at 10 µM; 0% at EC30 CNP, 100% saturating CNP; Atrial natriuretic peptide receptor 2 (Homo sapiens), P20594; actives 0.11% (n = 370,000);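 active means activation at 10 µM reaching about 35% in either raw or pattern-adjusted values, limit read from the data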
Target sequence (P20594 whole entry, looked up): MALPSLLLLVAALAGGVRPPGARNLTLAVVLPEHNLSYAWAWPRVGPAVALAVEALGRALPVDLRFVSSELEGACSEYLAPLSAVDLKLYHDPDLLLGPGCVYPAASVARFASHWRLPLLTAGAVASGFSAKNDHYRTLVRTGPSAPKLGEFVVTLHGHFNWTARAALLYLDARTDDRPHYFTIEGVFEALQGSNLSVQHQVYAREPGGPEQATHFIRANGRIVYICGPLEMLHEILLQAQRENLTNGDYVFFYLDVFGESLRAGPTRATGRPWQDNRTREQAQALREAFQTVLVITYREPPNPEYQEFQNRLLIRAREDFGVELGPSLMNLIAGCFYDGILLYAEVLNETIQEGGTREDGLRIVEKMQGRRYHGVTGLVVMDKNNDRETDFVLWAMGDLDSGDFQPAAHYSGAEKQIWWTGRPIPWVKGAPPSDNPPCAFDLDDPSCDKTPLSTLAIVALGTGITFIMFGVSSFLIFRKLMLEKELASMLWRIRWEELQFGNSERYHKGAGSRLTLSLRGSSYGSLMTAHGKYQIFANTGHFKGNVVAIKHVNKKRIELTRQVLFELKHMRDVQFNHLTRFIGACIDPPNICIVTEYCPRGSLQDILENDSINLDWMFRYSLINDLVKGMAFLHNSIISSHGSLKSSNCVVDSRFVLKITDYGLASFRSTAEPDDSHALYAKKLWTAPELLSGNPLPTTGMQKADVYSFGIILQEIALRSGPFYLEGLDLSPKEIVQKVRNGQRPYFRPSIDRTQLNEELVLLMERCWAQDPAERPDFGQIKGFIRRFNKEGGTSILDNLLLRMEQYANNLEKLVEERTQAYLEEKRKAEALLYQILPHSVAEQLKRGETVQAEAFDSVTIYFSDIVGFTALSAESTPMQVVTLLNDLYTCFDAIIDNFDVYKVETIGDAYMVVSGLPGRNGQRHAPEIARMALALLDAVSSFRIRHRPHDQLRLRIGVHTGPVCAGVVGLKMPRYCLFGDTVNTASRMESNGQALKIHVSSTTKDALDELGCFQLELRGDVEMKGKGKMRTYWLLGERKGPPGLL
FXN GAA850 act – FXN promoter activators, primary screen, cell-based, luciferase luminescence, HEK293 lucGAA850; AID 540364, 2011; activation, % at 6 µM; HEK293 lucGAA850 FXN promoter luciferase reporter, 24 h; percent of 10 µM SAHA response; actives 0.56% (n = 360,000);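 active means activation above the average of all compounds screened plus 3 SD, cutoff fixed separately per campaign, cut at about 7.5% in these data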;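 further: 0% = DMSO wells and 100% = 10 µM SAHA wells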
ADAM10 inh – human ADAM10 inhibitors, primary screen, biochemical, QFRET, HTS; Disintegrin and metalloproteinase domain-containing protein 10 (Homo sapiens), O14672; recombinant ADAM10, EDANS/DABCYL FRET peptide cleavage, 3 h; inhibition, % at 7 µM; actives 0.62% (n = 370,000); AID 720582, 2013;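 active means inhibition above a per-campaign cutoff equal to the mean of compounds falling between control-based bounds plus 3 SD, cut at about 20% in these data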;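 further: 0% = DMSO wells while the 100% control is not disclosed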
DAX1 inh-1 – DAX1 (NR0B1) inhibitors, primary screen, cell-based, HEK293, Gal4-DAX1, luciferase luminescence. Nuclear receptor subfamily 0 group B member 1 (Homo sapiens), P51843. HEK293 Gal4-DAX1 luciferase reporter. inhibition, % at 6.75 µM. actives 0.99% (n = 340,000). AID 504766, 2011;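 active means inhibition above the mean over all tested compounds plus 3 SD, cut at about 4.2% in these data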;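 further: 0% = DAX1-transfected cells with DMSO and 100% = empty-vector control cells with DMSO; inhibition shows as a rise in luminescence from relieved DAX1 repression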
hgDAF12 agonist – H. glycines DAF-12 receptor agonists, primary screen, cell-based, luminescence, HEK293, GAL4 fusion, UAS-luciferase; Nuclear hormone receptor DAF-12 (Heterodera glycines), GAL4 fusion; HEK293 GAL4-hgDAF12 UAS-luciferase reporter, agonist luminescence; normalized to butyrate control; activation, % at 6.8 µM; actives 1.8% (n = 370,000); AID 687014, 2013;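 active means activation above a cutoff set at the mean of all screened compounds plus 3 SD, cut at about 10% in these data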;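 further: 0% = DMSO wells and 100% = sodium butyrate wells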
DAX1 inh-2 – DAX1 (NR0B1) inhibitors on StAR promoter, primary screen, cell-based, luminescence, SF-1 (NR5A1), full-length DAX-1 | HEK293T StAR-luciferase reporter, SF-1/DAX-1 repression relief | inhibition, % at 6.8 µM | actives 1.1% (n = 370,000) | AID 652010, 2013;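 active means inhibition above the mean over all tested compounds plus 3 SD, cut at about 3.6% in these data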;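 further: 0% = DAX-1 cells with DMSO and 100% = cells lacking DAX-1 with DMSO; higher inhibition means more luminescence from relief of DAX-1 repression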
SMARCA2 activ – SMARCA2 (BRM) function activators, primary screen, cell-based, luminescence, high throughput. activation, % at 9.1 µM. MG213 cells, MMTV-luciferase reporter, dexamethasone, overnight. actives 1% (n = 370,000); in the data active means activation above about 7.8%;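 further: 0% = vehicle wells and 100% = reference activator wells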
Active calls of the source: *; i = inactive; . = not tested or not shown.

Each structure is followed by: NPR1 activator, hcDAF12 agonist, ssDAF12 agonist, sPLA2-III inh, NPR2 activator, FXN GAA850 act, ADAM10 inh, DAX1 inh-1, hgDAF12 agonist, DAX1 inh-2, SMARCA2 activ
> CC(=O)Nc1ccc(S(=O)(=O)NCC2CCC(C(=O)N3CC(C)CC(C)C3)CC2)cc1 (configuration not stated)
    1, -2.7, -1.5, -9, 5, 0.4, 6, -0.5, -1.3, -0.3, -2
> CCN(CCO)c1ccc(Nc2cc(-c3ccc(-c4ccccc4)cc3)ncn2)cc1
    3, -2.4, -1.6, 2, 5, 2.1, -9, ., -3.8, -1.9, 1
> COc1ccc(C2C(C#N)=C(N)SC(N)=C2C#N)cc1OC
    -2, 0.0, -1.4, -14, 2, 0.7, -8, 0.8, -1.0, -1.1, 2
> OC(CCN1CC2CCC(CC2)C1)(Cc1ccccc1)c1ccco1 (configuration not stated)
    -4, -0.9, -1.1, -2, -2, -0.4, -5, 1.4, 1.3, 0.1, -1
> Cc1nc(SCC(=O)OCc2ccccc2)c(C#N)c(-c2ccccc2)c1C(=O)Nc1ccccc1
    2, -1.4, -2.0, -15, 2, -0.3, 5, -1.7, 2.1, 0.1, -3
> Cc1ccc(CN2C(=O)S/C(=C\c3ccccc3OCC(=O)O)C2=O)cc1
    2, 1.4, -0.5, -27, 0, 1.4, -6, 3.6, 4.0, 0.3, 3
> COc1cccc(/C=C2\CC3(OC(=O)c4ccc(Cl)cc4)CCCN2C3)c1 (configuration not stated)
    -6, 3.2, -0.5, -13, 1, ., 9, ., 3.5, 0.0, 2
> CN(C(=O)C1CCCO1)c1nnc(-c2ccccn2)s1 (configuration not stated)
    -2, 0.9, -1.1, 1, 5, 3.2, i, -0.5, 2.4, 0.7, 1
> CCCCc1c(O)nc(SCC(=O)N2CCOCC2)n(-c2ccccc2C)c1=O
    0, -1.1, -1.1, -1, 2, -2.2, -4, 0.7, 2.1, 0.1, -4
> C[C@H]1[C@@H](NC(=O)c2ccc(Cl)c(C(F)(F)F)c2)CC[C@@]23CCCN2C(=O)CCC[C@@H]13
    -1, -1.8, -1.7, 4, -1, ., 6, ., -0.1, ., .
> O=C(COC(=O)c1ncc(Cl)c(Cl)c1Cl)c1ccc(Cl)s1
    2, -1.4, -1.1, -5, 4, -1.5, -4, -1.2, 0.2, -0.4, -2
> Cc1cc(C(C)(C)C)c(O)c(C)c1CC1=NCCN1
    2, -1.7, -2.0, 6, 4, -1.4, -8, 0.2, 0.9, -0.2, -3
> CCOC(=O)[C@@]12CCC3=C1N(CCC3)C(=O)[C@H](CC(=O)NCCc1ccccc1OC)C2
    1, -3.4, 0.9*, 12, 3, ., -10, ., -1.9, -0.6, -2
> CC(C)(C)n1nnnc1C(c1cccnc1)N1CCN(c2ccccn2)CC1 (configuration not stated)
    -2, -1.1, -0.9, 3, -2, 1.2, 5, 1.1, -0.4, -0.7, -1
> CCc1ccc(C(=O)COC(=O)c2cccnc2Cl)cc1
    6, -0.5, -1.5, -4, 6, 3.8, -2, -0.1, 0.9, -0.4, 1
> COCCCN1C(=O)c2ccc(C(=O)O)cc2C1=O
    4, -0.2, -1.3, 4, 3, 3.1, -2, 0.5, -1.3, 0.3, -2
> CCC(C)c1ccc(S(=O)(=O)N2CCN(S(=O)(=O)c3ccc(NC(C)=O)cc3)CC2)cc1 (configuration not stated)
    -1, -1.5, -1.4, -10, 2, 2.1, -4, 0.3, 1.3, 0.1, -1
> O=C(Cc1ccccc1[N+](=O)[O-])N1CCN(c2ccc(F)cc2)CC1
    3, 1.0, -1.2, -1, 6, 1.0, 4, -0.5, 3.2, -0.6, -4
> CC(C)Nc1oc(Cc2cccc3ccccc23)nc1C#N
    2, -1.6, -0.6, -10, 1, 2.6, 2, -0.8, -0.6, -0.5, -4
> O=C(c1ccc(COc2ccccc2Cl)o1)N1CCCC1
    4, -0.6, -1.6, -1, 4, -3.0, 5, 0.1, -1.0, 0.1, 0
> CCCC#Cc1cnc2c(c1)C(=O)N([C@H](C)CO)C[C@@H](C)[C@H](CN(C)S(=O)(=O)c1cccc(OC)c1)O2
    3, -0.7, -1.5, -2, 4, 0.3, 0, -1.1, -1.8, 0.8, -3
> CC(C(=O)Nc1c2c(cc3c1CCC3)CCC2)N1CCCC1 (configuration not stated)
    -2, -0.8, -1.2, 1, 0, -1.9, -2, -2.1, 2.5, -0.4, 0
> COc1ccc(NC(=O)c2cnc(C)cn2)cc1-n1cnnn1
    1, -2.0, -1.3, 0, -5, 3.2, 3, -1.4, -1.3, -0.4, -1
> COC(C(=O)NC(C(C)C)C(C)C)c1ccccc1 (configuration not stated)
    1, -1.2, -1.6, 3, 4, 2.5, 1, 2.5, -1.0, -0.4, -2
> CCCCN1CN(Cc2ccco2)CNC1=S
    2, -1.5, -1.3, 11, 2, 1.8, -2, -1.6, 0.9, -0.4, 2
> CC(=O)N1CCc2cc(S(=O)(=O)NC(C(=O)Nc3ccc4c(c3)OCCO4)C(C)C)ccc21 (configuration not stated)
    6, -0.4, -1.4, 11, 3, -0.7, 11, -0.2, -1.8, -0.4, -6
> CC(=O)Nc1ccc(NC(=O)Cn2cc3c(n2)CCC(C)C3)cc1 (configuration not stated)
    0, -1.5, -1.3, 8, -3, ., 1, ., -0.2, -0.1, 1
> COc1ccc(OC)c(/C=N/NC(=O)c2cc(-c3ccc(C)o3)nc3ccccc23)c1
    0, 4.0, -1.6, -18, -3, -3.9, -246, -2.4, -0.4, -0.1, 0
> CCC(OC(=O)CCc1nc2ccccc2[nH]c1=O)C(=O)c1ccccc1 (configuration not stated)
    -1, -0.9, -1.7, -8, 0, 1.6, -80, -0.9, 1.0, -1.4, -3
> Cc1c(NS(=O)(=O)c2cc(C(=O)OCC(=O)c3ccccc3F)ccc2Cl)c(=O)n(-c2ccccc2)n1C
    13, 2.6, 0.0, 1, 2, -0.8, -12, 1.0, 3.3, 0.5, -2
> C/C=C\C=C/C(=O)Nc1cccc(C2=NOC3(C2)C[C@H](C(N)=O)N(C(=O)CC)C3)c1 (some centres not stated)
    -2, -1.5, -1.1, 2, 0, 0.4, 0, -0.2, -1.7, -0.3, -1
> COc1ccc(CCNC(=O)CSc2nnc(NC(C)=O)s2)cc1OC
    -3, 0.4, -1.2, 5, 3, 1.1, -1, 0.4, 0.6, 0.1, -1
> CN(C)C1=NC[C@H](Cc2ccccc2)N1CC1CCCCC1
    -8, -0.9, -0.9, -7, -12, -0.9, 5, 0.4, 0.5, 0.0, 0
> COC(=O)c1cc(S(=O)(=O)N2CCC(c3ccccc3)C2)c[nH]1 (configuration not stated)
    4, -1.3, -1.4, -5, -4, 2.2, -4, 0.4, -3.2, -0.6, -5
> O=C(c1ccccc1)c1cccn1CC(=O)N1CCN(c2ccc(F)cc2)CC1
    1, -1.1, -1.7, -6, -4, 3.2, 7, -0.3, -2.2, -0.2, 0
> CCOC(=O)CSc1nc(C)c(C(C)=O)cc1C(N)=O
    -2, -1.3, -1.5, -1, -1, 2.2, -3, -0.8, -0.9, 0.0, 1
> Cc1cc(C)c(-c2csc(NC(=O)/C=C/c3cccs3)n2)c(C)c1
    5, -4.2, -2.6, 0, 0, -2.8, -14, -2.3, -6.5, -1.7, -6
> Cc1nc(-c2ccc(S(=O)(=O)NCC3CCN(C(=O)OC(C)(C)C)CC3)s2)cs1
    0, -2.2, -1.1, -32, 3, 2.9, -1, -0.1, -1.0, 0.0, -6
> O=C(NNC(=O)c1ccccc1O)c1ccc(S(=O)(=O)Nc2ccccc2F)cc1
    1, 3.8, -0.3, -10, -1, 0.0, 8, -0.8, -1.2, -0.6, -2
> Cc1cc(NC(=O)Cn2nnc3sc4c(c3c2=O)CCCC4)no1
    0, 1.6, -1.6, 2, 0, -0.2, 5, -1.2, 0.5, 0.4, -1
> Cc1cc(NC(=O)Nc2ccc(F)cc2)no1
    2, -0.8, -1.2, 0, -1, -2.0, -7, 0.6, 1.1, 0.3, 1
> O=C(Cc1c(O)c2ccccc2oc1=O)c1ccc(F)cc1
    -4, -0.4, -0.8, -14, -9, 0.7, 6, -0.2, 4.0, 0.9, 6
> COc1cc(NC(=O)c2ccc(C)cc2)c(OC)cc1NC(=O)CN1CCOCC1
    5, 0.9, 0.6, -1, 3, 2.4, -1, 1.1, 1.2, 0.1, 0
> COC(=O)c1cc(C)sc1NC(=O)CCCC(=O)O
    1, -1.3, -0.9, -3, -5, 0.6, -5, -1.6, -1.2, 0.2, 1
> CC1C(c2ccc3c(c2)OCO3)c2cc3c(cc2OC1N1CCOCC1)OCO3 (configuration not stated)
    19, -2.3, -1.5, 6, 5, 1.6, 1, -1.4, -1.4, -2.9, 0
> CCOC(=O)N1CCN(C(=O)Cn2cc3c(n2)CCCC3)CC1
    -4, -2.1, -1.0, 1, 5, -0.7, -6, 1.6, -2.1, -0.3, 0
> CCOc1ccc(CNCCc2ccc(S(N)(=O)=O)cc2)cc1
    0, -0.4, -0.4, -2, 3, 0.7, -3, -0.6, 1.1, -0.2, -4
> O=C(Nc1ccc(C2CCCCC2)cc1)C1CCCN(c2ncccn2)C1 (configuration not stated)
    0, -1.7, 0.0, 0, -1, 0.2, -10, 1.3, 0.8, 0.3, -1
> CCOc1ccc(C(=O)NCCCN2CCOCC2)cc1OCC
    3, 0.2, -0.1, 0, -2, 1.4, -13, -0.9, -4.3, 0.0, 2
> CC(=O)Nc1ccc(NC(=O)CSc2nc3ccccc3o2)cc1
    0, 0.3, -0.4, -8, -2, -1.1, -1, -0.5, 7.1, 0.4, 3
> COc1ccc(-c2nnn(Cc3ccccc3)n2)cc1
    -6, 3.2, 0.0, 0, 0, 1.3, 5, 1.6, 6.8, 0.9, 3
> O=C(Nc1ccc2oc(-c3ccccc3Cl)nc2c1)c1ncn[nH]1
    19, 5.8*, 0.3, -63, -5, 3.5, -79, 2.8, 9.9, 6.7*, 2
> COC(=O)[C@@H](C)NC(=O)C(Cc1ccc2c(c1)OCO2)NC(C)=O (some centres not stated)
    4, -1.2, -1.3, 2, -5, ., -8, ., -0.8, -0.4, -2
> COc1ccc([C@H]2CC(=O)C=C(c3cc(C(F)(F)F)cc(C(F)(F)F)c3)C2)cc1
    2, 0.7, -1.2, -5, 2, -0.7, -8, 1.6, 1.9, 0.1, 1

Random draw from the library; any-hit rate near 6.6%.
